Screening data (PubChem)
BaF3 parental: reduces parental Ba/F3 cell viability, JAK2V617F counter-screen; 1.1% of 220,000 active; AID 1486; inhibition, % at 5.6 µM; CellTiter-Glo ATP luminescence;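 active = inhibition above a per-campaign cutoff, the mean inhibition of all tested compounds plus 3 SD, cut at about 27% in these data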;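 note: 0% = DMSO wells and 100% = JAK Inhibitor I control wells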
PERK inhibitor: blocks human PERK kinase; CHO PERK-DD fusion, SEAP luminescence translation reporter; Q9NZJ5; inhibition, % at 5.6 µM; 0.17% of 220,000 active; AID 1416;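 active = inhibition above the mean inhibition of all tested compounds plus 3 SD, set separately per screening campaign, cut at about 2.9% in these data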;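 note: PERK kinase domain activated by AP20187 dimerizer at 100 nM; 0% = DMSO with dimerizer and 100% = rapamycin at 8.4 µM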
TRPML3 ag: activates the human TRPML3 channel; Q8TDD5; HEK293 TRPML3-YFP, Fluo-8 calcium fluorescence; 100% = the carbachol control signal; activation, % at 3 µM; 0.29% of 220,000 active;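 active = activation above its plate's cutoff, the mean activation of the plate's test wells plus 3 SD, cut at about 12% in these data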;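 note: 0% = DMSO only wells and 100% = carbachol wells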
Target sequence (Q8TDD5 whole entry, looked up): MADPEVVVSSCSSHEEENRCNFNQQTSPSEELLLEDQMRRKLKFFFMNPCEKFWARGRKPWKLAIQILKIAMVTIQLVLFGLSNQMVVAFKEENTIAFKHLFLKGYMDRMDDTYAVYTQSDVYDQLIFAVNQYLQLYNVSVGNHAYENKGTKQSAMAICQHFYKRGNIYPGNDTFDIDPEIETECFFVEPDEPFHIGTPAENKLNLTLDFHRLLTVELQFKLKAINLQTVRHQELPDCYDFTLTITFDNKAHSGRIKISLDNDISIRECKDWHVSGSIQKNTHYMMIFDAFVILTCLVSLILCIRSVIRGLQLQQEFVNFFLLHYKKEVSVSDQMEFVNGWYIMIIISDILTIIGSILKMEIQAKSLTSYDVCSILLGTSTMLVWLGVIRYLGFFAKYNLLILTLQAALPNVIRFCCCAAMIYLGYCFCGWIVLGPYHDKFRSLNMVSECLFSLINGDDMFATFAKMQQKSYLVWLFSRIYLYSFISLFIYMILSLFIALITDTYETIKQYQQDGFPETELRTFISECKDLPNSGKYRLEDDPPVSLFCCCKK
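Test system: HEK293 cells stably carrying human TRPML3-YFP; Doses: single dose, 3 µM final nominal compound, 0.3% DMSO final; Schedule: dye loading 1 h 37 °C then 30 min ambient, 125 s read; Technique: Fluo-8 calcium fluorescence; Benchmarks: high control carbachol 87 µM, low control DMSO.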
S1P4 ag: human S1P4 receptor agonism; S1P4-expressing cell line, agonist reporter assay; O95977; activation, % at 4.98 µM; 0.35% of 220,000 active; in the data active = activation above about 11%;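 note: 0% = DMSO vehicle and 100% = reference agonist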
zfTRPN1 agonist: activates the zebrafish TRPN1 channel; HEK293 zebrafish TRPN1-YFP, Fluo-8 calcium fluorescence; 100% = response to 87 µM carbachol; activation, % at 3 µM; 0.18% of 220,000 active; AID 1424;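 active = activation above its plate's cutoff, the mean activation of test wells on that plate plus 3 SD, cut at about 19% in these data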;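 note: 0% = DMSO alone and 100% = 87 µM carbachol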
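Control set: carbachol 87 µM as high control, DMSO as low control; system: HEK293 stable line with zebrafish TRPN1-YFP; read-out: % activation versus carbachol response; detection: intracellular calcium fluorescence with Fluo-8; doses: single test compound dose, 3 µM nominal, 0.3% DMSO; schedule: dye 1 h 37 °C plus 30 min RT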
S1P4 antag: human S1P4 receptor antagonism | S1P4-expressing cells, antagonist mode, reporter read-out | O95977 | inhibition, % at 4.98 µM | 0.26% of 220,000 active | AID 1510; in the data active = inhibition above about 29%;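 note: 0% = wells stimulated with agonist and 100% = vehicle wells without agonist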
m-calpain inh: calpain II (pig) inhibition | 0.37% of 220,000 active | purified calpain II, fluorogenic peptide substrate, 30 min | inhibition, % at 16 µM;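 active = inhibition above about 50%, limit read from the data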
Ba/F3 V617F tox: reduce viability of Ba/F3 cells dependent on JAK2V617F; Ba/F3 EpoR-JAK2V617F viability, ATP luminescence; inhibition, % at 5.6 µM; 1.1% of 220,000 active; AID 1446;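 active = inhibition above the campaign mean plus 3 SD over all tested compounds, cut at about 24% in these data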;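 note: cytokine-independent growth of Ba/F3 cells driven by EpoR plus mutant JAK2; 0% = DMSO-treated cells and 100% = JAK inhibitor I control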
EP2 modulator: modulates human prostaglandin E2 receptor EP2 signaling. P43116. EP2-expressing cells, cAMP HTRF FRET, PGE2 co-stimulation. induction, % at 25 µM. 0.83% of 260,000 active. AID 940;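 active = compounds whose cAMP rise, as percent of the full-agonist control response, exceeds 60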;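 note: rat C6 glioma line stably carrying human EP2 under a CMV promoter; the protocol text gives 20 µM as final concentration; 100% = response of wells given 1 µM PGE2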
Target sequence (P43116 whole entry, looked up): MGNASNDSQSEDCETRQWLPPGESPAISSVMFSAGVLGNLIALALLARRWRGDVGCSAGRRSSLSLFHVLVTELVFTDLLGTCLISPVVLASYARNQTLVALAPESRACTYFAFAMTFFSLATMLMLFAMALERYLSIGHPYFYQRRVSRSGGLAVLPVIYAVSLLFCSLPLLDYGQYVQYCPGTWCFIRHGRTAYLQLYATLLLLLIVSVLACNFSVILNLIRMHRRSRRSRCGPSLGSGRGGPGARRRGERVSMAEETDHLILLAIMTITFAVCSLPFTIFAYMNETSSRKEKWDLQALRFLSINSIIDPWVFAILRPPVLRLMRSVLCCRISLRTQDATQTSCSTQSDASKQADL
* hit, by the source's call; . = not tested or not shown.

cpd	canonical_smiles	TRPML3 ag	m-calpain inh	BaF3 parental	EP2 modulator	Ba/F3 V617F tox	PERK inhibitor	S1P4 antag	S1P4 ag	zfTRPN1 agonist
1	CCn1c(C)nc2cc(C(=O)NNC(=O)Nc3cccc(Cl)c3)ccc21	-0.1	-23.3	6.2	-2.5	0.7	1.4	-21.4	1.1	0.8
2	OCCN=c1cc(-c2ccccc2)oc2ccc(Cl)cc12	-0.3	-10.2	2.9	17.3	0.3	0.0	-6.9	1.7	-0.6
3	CCCCOC(=O)c1ccc(NS(=O)(=O)c2cc(-c3nnnn3CC)ccc2OC)cc1	0.7	-61.6	5.6	-25.9	3.8	-0.7	5.8	0.3	3.0
4	O=C(CN1CCN(S(=O)(=O)c2ccc(Br)cc2)CC1)Nc1ccc2c(c1)OCO2	0.3	-2.2	1.3	-14.8	-2.5	0.1	0.7	3.3	-0.1
5	Cc1ccc(S(=O)(=O)N(C)C)cc1NC(=O)c1cccs1	0.8	-14.6	-2.3	-34.6	-0.7	-0.2	14.8	1.5	1.6
6	COC(=O)[C@H]1CCCN1C(=O)Nc1cccc(Oc2c(F)c(F)c(F)c(F)c2F)c1	0.0	14.2	0.1	12.6	-1.1	0.2	12.5	0.6	1.4
7	O=C(C1=C(O)C(=O)N(Cc2ccccc2)C1c1cccnc1)c1ccco1 (stereo not given)	-0.4	.	3.0	21.3	0.5	-0.4	-22.8	-0.9	0.7
8	CC(=O)c1cccc(NC(=O)CN2C(=S)NC(C)(C)CC2C)c1 (stereo not given)	0.9	-7.2	1.8	-0.9	-0.4	0.4	-11.0	1.3	0.2
9	C=C(Br)Cn1cnc2ccccc21	1.2	-6.0	2.7	18.9	-1.3	2.3	-7.8	-1.1	-0.1
10	CC(=O)Nc1ccc(S(=O)(=O)N2CCN(c3ccccn3)CC2)cc1	0.2	-12.7	2.6	11.5	1.7	-1.3	-11.4	0.3	2.5
11	COc1ccc(OC)c(S(=O)(=O)N(C(C)=O)c2ccc3oc(=O)sc3c2)c1	0.0	-23.0	6.9	-19.4	0.6	0.1	-14.0	2.9	1.2
12	Cc1ccc(S(=O)(=O)N(C)CC(=O)NCc2ccncc2)cc1	0.7	-2.2	2.7	-16.3	-2.0	0.1	-5.1	2.1	-1.0
13	Cc1occc1-c1nnc(SCC(=O)c2cc3ccccc3oc2=O)o1	0.0	-45.2	-0.9	-0.8	0.3	0.3	-12.9	2.5	1.0
14	COc1cc(CC(NC(C)=O)C(=O)NC2CCN(C(=O)c3cc(OC)c(OC)c(OC)c3)CC2)cc(OC)c1 (stereo not given)	-0.1	-13.6	-4.4	3.8	-4.8	1.0	-1.4	0.2	-1.4
15	Cc1ccc(-c2cc(=O)c3cc(Cl)ccc3[nH]2)cc1	0.3	-25.1	-0.3	-1.3	-1.6	1.5	-2.2	-0.1	1.5
16	Cc1ccc(Nc2ncnc3sc(C)c(C)c23)cc1C	0.2	-1.7	2.3	24.5	2.2	-1.1	20.0	-3.3	-1.0
17	CC(C)=CCC(C)(C)C1OCCN1C(=O)c1ccccc1 (stereo not given)	0.2	11.9	0.8	20.3	1.6	-1.2	-1.5	1.7	-0.8
18	NC(=O)NC(c1ccccc1)c1ccccc1	1.3	20.5	4.3	14.4	-0.2	0.3	8.6	9.1	0.6
19	CC(NC(=O)COc1ccccc1)C(=O)NC1=NCCS1 (stereo not given)	-0.3	5.0	6.4	0.4	-1.9	0.3	-17.8	-1.3	1.7
20	CCn1c2ccccc2c2nnc(SCC(=O)NC3CCS(=O)(=O)C3)nc21 (stereo not given)	-0.2	22.1	11.2	-10.6	3.0	-0.7	-16.0	-1.0	-0.7
21	C#CCOC(=O)c1ccccc1C(=O)OCC#C	0.1	15.1	1.1	0.1	-4.6	1.3	-7.5	3.8	0.6
22	CCOc1ccc(N(CC(=O)NCC2CCCO2)S(=O)(=O)c2ccc(SC)cc2)cc1 (stereo not given)	-0.3	0.7	2.4	5.7	-1.5	-2.4	-3.6	2.0	-1.2
23	CCc1cccc2c(C(=O)CCl)c[nH]c12	0.4	-5.9	1.5	-2.1	-3.0	0.8	-11.0	0.7	-1.7
24	O=C(CSC(=S)N1CCSCC1)c1ccccc1	0.9	6.3	2.6	-46.0	-3.2	-0.6	7.8	53.0*	1.8
25	Cc1ccc(C(=O)N2CCN(C3c4cccc5cccc(c45)C3NS(=O)(=O)c3ccccc3)CC2)cc1 (stereo not given)	0.3	-101.0	-0.8	19.8	0.2	-0.9	-3.6	0.3	0.8
26	COc1ccc(Cl)cc1C(=O)CSc1nnnn1C1CCCCC1	5.0	10.5	-1.1	-15.9	-4.0	-0.3	-20.8	0.6	-1.0
27	CCCCn1c(SCc2nc3ccccc3s2)nc2cc(S(N)(=O)=O)ccc21	-0.4	8.0	4.5	6.9	2.2	-1.5	3.9	0.2	-0.9
28	COc1ccc(S(=O)(=O)N(C)CC(=O)Nc2ccc3c(c2)OCO3)cc1	0.4	-17.3	5.5	-55.2	2.1	-0.8	5.8	1.2	-0.9
29	O=C(CCC(=O)CCN1CCCCC1)CCN1CCCCC1	1.0	-5.5	5.4	4.2	0.0	0.7	-17.8	-0.1	0.8
30	CSCCCNC(=O)c1ccc(OC2CCN(CCc3ccccc3)CC2)cc1	1.2	-10.4	5.6	-22.0	-1.8	1.7	-7.2	0.9	2.8
31	O=C(c1noc2c1CCCC2)N1CCN(C(c2ccccc2)c2ccccc2)CC1	1.2	8.6	6.3	34.6	-0.3	0.7	-23.0	-0.7	0.4
32	CCOC(=O)Cc1csc(NC(=S)NC(=O)c2ccc([N+](=O)[O-])cc2)n1	0.4	29.1	8.4	-9.3	2.0	0.1	-11.6	0.4	-0.2
33	CNC(=O)c1ccc(Oc2ccc(C(=O)NC)cc2)cc1	1.5	-12.2	0.4	29.1	-3.1	0.7	-22.1	3.8	1.0
34	CNC(=S)NCc1ccc(OC)cc1	0.3	0.0	2.8	-5.6	-5.5	0.4	-15.0	0.0	1.2
35	CC(c1ccccc1)N1CC(C(=O)N2CCN(c3ccccc3)CC2)CC1=O (stereo not given)	0.4	-13.3	2.5	12.7	-0.3	-0.8	-19.0	-1.8	0.0
36	CCN(CC)C(=O)CN1CCN(c2ncccn2)CC1	0.1	3.9	2.6	21.4	-1.8	0.2	-4.3	2.9	0.8
37	COc1cccc(C(=O)N[C@@H](CCSC)c2nc3ccccc3[nH]2)c1	-0.2	34.4	4.7	-30.1	3.5	-0.2	8.3	0.8	-0.6
38	Cc1cc(N2CCCCC2)nc2c(C)cccc12	0.8	-26.5	5.8	59.2	-1.1	0.8	9.8	1.1	1.0
39	Cc1cc(NC(=O)CCC(=O)N(CC(=O)NCC2CCCO2)c2ccc3c(c2)OCCO3)no1 (stereo not given)	-0.2	-6.0	6.8	12.5	-3.5	2.4	-6.8	-0.1	0.6
40	O=C1NCCCCC1NS(=O)(=O)c1ccc(F)c(F)c1 (stereo not given)	0.7	7.9	2.7	1.4	2.1	0.0	-16.7	3.1	0.2
41	O=C(COc1ccc(Cl)cc1)N1CCCC1	0.5	-7.2	-0.1	21.6	-2.1	0.4	-11.4	3.0	-0.1
42	O=C1N/C(=C\c2nc3ccccc3s2)c2ccccc21	0.8	-6.0	-1.3	10.6	-1.1	0.6	0.4	-0.5	-1.1
43	O=C(N/N=C\c1cn(-c2ccccc2)nc1-c1ccccc1)c1ccc(Br)o1	-0.4	-70.6	13.8	21.6	-0.3	-0.2	-17.4	-0.4	-0.6
44	O=C(Cc1cccs1)OCC(=O)c1ccco1	-0.6	-36.7	1.7	2.8	-4.6	0.0	8.7	4.0	0.6
45	CC(NCc1ccc(S(N)(=O)=O)cc1)C(=O)Nc1cccc(Cl)c1 (stereo not given)	0.9	-5.6	2.3	-26.3	-0.8	-1.1	-22.5	2.3	-1.6
46	CCOC(=O)/C=C1\SCC(=O)N1Cc1nnc(-c2ccccc2Br)o1	-0.3	-58.1	4.8	3.3	4.0	-1.1	-20.2	-0.8	-0.3
47	NNC(=O)c1cc2sccc2s1	-0.2	-2.1	77.8*	-37.2	80.5*	0.4	5.1	1.3	-0.2
48	COc1cccc(-c2c(C#N)c(N)nc3c2c(=O)nc2sccn23)c1	1.3	21.7	-1.2	-5.7	-0.1	1.7	7.2	0.3	-0.1

Given with two lines to a compound: part of the list above
Order of values – TRPML3 ag, m-calpain inh, BaF3 parental, EP2 modulator, Ba/F3 V617F tox, PERK inhibitor, S1P4 antag, S1P4 ag, zfTRPN1 agonist
25. Cc1ccc(C(=O)N2CCN(C3c4cccc5cccc(c45)C3NS(=O)(=O)c3ccccc3)CC2)cc1 (stereo not given)
  0.3, -101.0, -0.8, 19.8, 0.2, -0.9, -3.6, 0.3, 0.8
44. O=C(Cc1cccs1)OCC(=O)c1ccco1
  -0.6, -36.7, 1.7, 2.8, -4.6, 0.0, 8.7, 4.0, 0.6

Additional records follow.
cpd	canonical_smiles	TRPML3 ag	m-calpain inh	BaF3 parental	EP2 modulator	Ba/F3 V617F tox	PERK inhibitor	S1P4 antag	S1P4 ag	zfTRPN1 agonist
49	COc1cc(N2CCCC2)c(OC)cc1/C=C1/NC(=S)NC1=O	17.3*	40.5	5.7	-23.5	-3.1	0.7	1.6	-0.6	60.5*
50	COc1ccc(C(=O)c2sc3nc(-c4ccc(OC)cc4)ccc3c2N)cc1	0.8	-49.8	2.2	15.1	1.4	0.8	-8.8	0.7	2.8
51	O=C(COC(=O)c1cccc(S(=O)(=O)N2CCOCC2)c1)Nc1nc(-c2ccccc2Cl)cs1	0.0	-11.3	-2.1	-4.6	-5.7	0.2	-1.5	-0.4	0.6
52	O=C(NCCc1ccc2c(c1)OCCO2)c1cc2ccccc2o1	1.2	-1.0	3.2	-43.5	-1.5	0.6	-13.0	-0.3	7.7
53	c1ccc(-c2cnc(-c3ccccc3)nc2)cc1	0.2	-44.2	1.0	10.7	-2.1	1.2	4.9	0.7	-0.8
54	Cc1onc(-c2ccccc2Cl)c1C(=O)Nc1ccccc1	-0.8	-9.7	2.5	2.1	1.4	-0.2	-3.1	-2.4	4.1
